NPY-Y1 PAM-ag: NPY-Y1 receptor potentiators or agonists, primary screen, cell-based | 0.37% of 220,000 active | activation, % at 3.6 µM | NPY-Y1 expressing cells, potentiator/agonist activation; in the data active means activation above about 33%, passing the limit was not always enough;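 further: cells stimulated with NPY at EC10 then isoproterenol at EC100; 0% = low agonist plus stimulus and 100% = saturating agonist plus stimulus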
Target sequence (P25929 whole entry, looked up): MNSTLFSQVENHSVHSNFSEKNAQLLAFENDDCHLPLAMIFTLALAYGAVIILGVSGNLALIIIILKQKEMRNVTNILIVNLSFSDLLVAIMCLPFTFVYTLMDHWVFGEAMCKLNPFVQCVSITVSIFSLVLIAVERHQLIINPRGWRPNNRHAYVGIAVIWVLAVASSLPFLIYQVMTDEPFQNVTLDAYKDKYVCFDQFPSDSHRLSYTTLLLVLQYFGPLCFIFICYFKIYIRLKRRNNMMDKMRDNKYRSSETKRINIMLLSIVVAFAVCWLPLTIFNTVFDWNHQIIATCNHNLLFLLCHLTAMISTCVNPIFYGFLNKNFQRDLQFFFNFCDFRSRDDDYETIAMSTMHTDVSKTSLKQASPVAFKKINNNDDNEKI
PGE2 EP2 inh: human EP2 receptor antagonists, primary screen, TR-FRET cAMP, C6 glioma cells; Prostaglandin E2 receptor EP2 subtype (Homo sapiens), P43116; C6 glioma cells expressing human EP2; cells stimulated with saturating PGE2; inhibition, % at 25 µM; 0.52% of 260,000 active;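 active means percent inhibition above 40 after rounding to a whole number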;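 further: rat C6 glioma host cells with rolipram phosphodiesterase inhibitor present; the protocol text gives 20 µM as final concentration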
NPY-Y1 antag: NPY-Y1 receptor antagonists, primary screen, cell-based | 1% of 200,000 active | Neuropeptide Y receptor type 1 (Homo sapiens), P25929 | inhibition, % at 3.6 µM | HEK293-CNG Y1 cells, membrane potential fluorescence; NPY at EC95, then isoproterenol | AID 1040, 2008;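 active means inhibition above the campaign mean inhibition of all tested compounds plus 3 SD, cut at about 20% in these data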;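 further: 0% = DMSO wells given NPY plus isoproterenol and 100% = isoproterenol alone without NPY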
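Assay system: HEK293 cells with Y1 receptor plus CNG channel | Probe or stimulus: NPY (25 nM), isoproterenol (1 µM), Ro 20-1724 (25 µM) | Timing: Compound incubation 1 h at room temperature, readout 45 min post-stimulation | Measured by: Membrane-potential fluorescent dye readout | Benchmarks: High control isoproterenol alone, low control NPY with isoproterenol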
p97 ATPase inh: inhibitors of human p97 ATPase, primary screen, biochemical; inhibition, % at 8 µM; recombinant p97 ATPase, Kinase-Glo ATP luminescence, 3 h; 0.42% of 220,000 active; Transitional endoplasmic reticulum ATPase (Homo sapiens), P55072; in the data active means inhibition above about 15%;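 further: 0% = DMSO vehicle and 100% = wells lacking enzyme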
eIF4E-4G inh: eIF4E–eIF4G protein interaction inhibitors, primary screen, biochemical, uHTS, TR-FRET, eIF4GI fragment; Eukaryotic translation initiation factor 4E (Mus musculus) + Eukaryotic translation …; inhibition, % at 21.7 µM; 0.37% of 220,000 active; AID 782, 2007; TR-FRET eIF4E-eIF4GI(517-606) binding, 2 h;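 active means inhibition above about 30%, limit read from the data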;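 further: 0% = full FRET control wells and 100% = background wells lacking eIF4GI fragment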
S1P4 antagonist: S1P4 receptor antagonists, primary screen, cell-based. S1P4-expressing cells, antagonist mode, reporter read-out. inhibition, % at 4.98 µM. 0.26% of 220,000 active. AID 1510, 2009; in the data active means inhibition above about 29%;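 further: 0% = wells stimulated with agonist and 100% = vehicle wells without agonist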
EP2 mod: EP2 receptor modulators, cAMP readout, primary screen, cell-based, HTRF cAMP, PGE2 stimulation; EP2-expressing cells, cAMP HTRF FRET, PGE2 co-stimulation; induction, % at 25 µM; 0.83% of 260,000 active;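 active means compounds whose cAMP rise, as percent of the full-agonist control response, exceeds 60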;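 further: rat C6 glioma line stably carrying human EP2 under a CMV promoter; the protocol text gives 20 µM as final concentration; 100% = response of wells given 1 µM PGE2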
S1P4 ag: S1P4 receptor agonists, primary screen, cell-based | S1P4-expressing cell line, agonist reporter assay | activation, % at 4.98 µM | 0.35% of 220,000 active | AID 1509, 2009; in the data active means activation above about 11%;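 further: 0% = DMSO vehicle and 100% = reference agonist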
NPY2 pot ag: NPY-Y2 potentiators or agonists, primary screen, cell-based; cells expressing NPY-Y2, potentiator/agonist read-out; 0.45% of 220,000 active; activation, % at 3.6 µM; AID 1359, 2008; Neuropeptide Y receptor type 2 (Homo sapiens), P49146; in the data active means activation above about 27%;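 further: cells stimulated with NPY near EC25 plus isoproterenol at EC100; 0% = vehicle plus submaximal agonist and 100% = vehicle plus saturating agonist; some results beyond the cut were filed as inactive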
Target sequence (P49146 whole entry, looked up): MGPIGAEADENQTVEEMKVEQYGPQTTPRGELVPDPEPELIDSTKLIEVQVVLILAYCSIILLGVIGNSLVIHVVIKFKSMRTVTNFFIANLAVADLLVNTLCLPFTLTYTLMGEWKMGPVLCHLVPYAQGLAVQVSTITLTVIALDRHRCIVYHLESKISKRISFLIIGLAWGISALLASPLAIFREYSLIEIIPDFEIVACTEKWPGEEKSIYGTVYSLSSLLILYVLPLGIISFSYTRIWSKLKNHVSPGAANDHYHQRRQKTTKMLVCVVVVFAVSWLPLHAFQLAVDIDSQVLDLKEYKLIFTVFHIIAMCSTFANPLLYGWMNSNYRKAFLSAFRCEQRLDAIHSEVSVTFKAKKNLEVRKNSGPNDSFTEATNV
An asterisk follows results filed as active; nt = no result given; & = joins results of further samples; [ ] = another dose, or the depositor's remark. Only part of the results is shown (hit frequency here may not be typical).

SMILES	NPY-Y1 PAM-ag	PGE2 EP2 inh	NPY-Y1 antag	p97 ATPase inh	eIF4E-4G inh	S1P4 antagonist	EP2 mod	S1P4 ag	NPY2 pot ag
CCOC(=O)C(NC(=O)c1ccccc1Cl)(Nc1ccc(C)c(C)c1)C(F)(F)F (stereo unspecified)	0	4	-1	6	11	-16	28	-1.0	14
CC1(C)CC(=O)c2sc(NS(=O)(=O)Cc3ccccc3)nc2C1	-22	6	6	3	5	7	26	-0.1	-16
COc1ccccc1NC(=O)CSc1nnc(CNC(=O)c2ccco2)o1	-7	12	-6	9	3	5	15	-0.9	3
COC(=O)C1=C(N)OC2=C(C(=O)CCC2)C1c1cccs1 (stereo unspecified)	-18	4	-1	8	-5	3	-2	-1.0	-9
CCOC(=O)CSc1nnc(-c2cc(OC)c(OC)c(OC)c2)o1	3	6	-2	3	1	-19	32	0.8	-10
C=CCNC(=O)COC(=O)CCC(=O)c1cccs1	4	4	nt	3	-1	-5	9	1.0	-8
Cn1cc(C(=O)N2CCc3ccccc32)cn1	5	3	-3	9	1[fluorescence artefact?]	-9	-8	0.7	6
CC(CC(=O)O)Nc1ccccc1O (stereo unspecified)	5	3	-3	3	0	-20	-4	0.5	12
O=C(CN(C(=O)c1csnn1)c1cccc2c1CCCC2)NC1CCCC1	12	8	6	2	-1	-7	-15	0.2	0
CC(=O)c1cccc(NC(=O)CCNS(=O)(=O)c2cccc(C(C)=O)c2)c1	-11	5	-4	-5	-3[fluorescence artefact?]	6	-1	0.9	0
Cc1nccn1Cc1cccc2ccccc12	-23	nt	-3	3	-9[fluorescence artefact?]	3	-7	-4.1	-7
Cc1ccc(/C=N/NC(=O)CN2C(=O)CSc3ccccc32)o1	-16	5	nt	4	-3	10	-2	-1.2	-1
O=C(O)c1ccccc1C(=O)Nc1nccs1	3	6	8	0	72*	-14	7	0.2	14
NC(=S)Nc1ccccc1Br	17	11	nt	11	6	-8	14	-0.9	16
COc1ccc(CCNC(=O)CCCCCNc2nc(=S)[nH]c3ccccc23)cc1OC	-2	-1	-6	3	12	-21	-32	0.6	-1

3 entries out of the list, ordered by SMILES length, falling.
SMILES	NPY-Y1 PAM-ag	PGE2 EP2 inh	NPY-Y1 antag	p97 ATPase inh	eIF4E-4G inh	S1P4 antagonist	EP2 mod	S1P4 ag	NPY2 pot ag
CCOC(=O)C(NC(=O)c1ccccc1Cl)(Nc1ccc(C)c(C)c1)C(F)(F)F (stereo unspecified)	0	4	-1	6	11	-16	28	-1.0	14
Cn1cc(C(=O)N2CCc3ccccc32)cn1	5	3	-3	9	1[fluorescence artefact?]	-9	-8	0.7	6
CC(CC(=O)O)Nc1ccccc1O (stereo unspecified)	5	3	-3	3	0	-20	-4	0.5	12

Returning to the listing, starting 5 compounds before the break.
SMILES	NPY-Y1 PAM-ag	PGE2 EP2 inh	NPY-Y1 antag	p97 ATPase inh	eIF4E-4G inh	S1P4 antagonist	EP2 mod	S1P4 ag	NPY2 pot ag
Cc1nccn1Cc1cccc2ccccc12	-23	nt	-3	3	-9[fluorescence artefact?]	3	-7	-4.1	-7
Cc1ccc(/C=N/NC(=O)CN2C(=O)CSc3ccccc32)o1	-16	5	nt	4	-3	10	-2	-1.2	-1
O=C(O)c1ccccc1C(=O)Nc1nccs1	3	6	8	0	72*	-14	7	0.2	14
NC(=S)Nc1ccccc1Br	17	11	nt	11	6	-8	14	-0.9	16
COc1ccc(CCNC(=O)CCCCCNc2nc(=S)[nH]c3ccccc23)cc1OC	-2	-1	-6	3	12	-21	-32	0.6	-1
COCCCNC(=S)NNC(=O)C1CC1c1ccc(C(C)(C)C)cc1 (stereo unspecified)	5	4	-3	-5	-1	-13	-24	-2.5	-16
O=C(c1ccccc1)c1c[nH]c(C(=O)NNc2ccccc2)c1	0	15	-1	1	-3	-1	-56	0.6	1
Cc1cccc(C)c1NS(=O)(=O)c1c(C)[nH]c(=O)[nH]c1=O	22	4	10	3	1[fluorescence artefact?]	-8	17	0.8	2
COc1ccc(NC(=O)CCOc2ccccc2)c(OC)c1	-14	8	7	1	5	4	-15	0.2	-9
O=C(Nc1ccc2oc(-c3ccncc3)nc2c1)c1ccccc1	-9	7	1	4	3	2	-29	-1.2	11
COc1ccccc1NC(=O)CN1CCC(c2nc3ccccc3[nH]2)CC1	2	9&10	7	9	0	-12	-33&-7	0.0	5
CCOC(=O)N1CCN(S(=O)(=O)c2ccc(C(=O)NNc3nc4ccc(Cl)cc4s3)cc2)CC1	25	13	-3	10	10	8	-51	0.5	26
Cn1c(CSCc2ccc(F)cc2)nnc1SCC(=O)N1CCN(c2ccccc2)CC1	16	19	1	-3	0	-16	0	0.3	-15
CC(C)[C@H](NC(N)=O)C(=O)NCCc1ccc(Cl)cc1Cl	-1	3	3	5	6	-1	-16	1.8	10
Oc1ccc(/C=C/c2nc(-c3ccccc3O)n(-c3ccccc3)n2)cc1	-9	13	4	0	14	-3	65*	1.0	-14
COc1cc(-c2csc(C)n2)ccc1O	0	12	2	-6	1	-1	26	-0.9	4
Cc1sc(N)c(C(=O)c2ccccc2Cl)c1C	7	13&3	9	-7	-2	-6	-10&38	-1.2	4
CC(C)CCNC(=O)Cn1c(=O)oc2cc(S(=O)(=O)N3CCc4ccccc43)ccc21	8	16	-2	-9	-3	-7	-12	-2.4	17
Cc1ccc(CCN2CC(C(=O)NCCCN3CCCCCC3)CC2=O)cc1 (stereo unspecified)	15	12	-1	21*	-8	-9	30	1.6	-13
COc1cccc(CNC(=O)Cn2cc3c(n2)CCCC3)c1	-5	5	10	3	7	-2	3	-0.4	3
Cc1c(C(=O)Oc2cccc3ccccc23)cnn1-c1ccccc1	-22	7	-1	-2	2	-5	-4	0.9	4
COC(=O)Cc1c(C(=O)OC)nnn1-c1ccc(OC(F)(F)F)cc1	0	5	3	-5	-6	11	-15	-1.3	6
COc1ccc2cc(C(=O)NC3CCCCC3)c(=O)oc2c1	1	20	10	-4	-7	-17	26	-0.8	-5
O=C1CC(N2CCN(c3ccccc3F)CC2)C(=O)N1c1ccc(F)cc1 (stereo unspecified)	18	9	5	1	nt	-3	nt	-0.7	17
Cc1[nH]n(-c2ccccc2)c(=O)c1/C=N/NC(=O)c1cccc([N+](=O)[O-])c1	-4	20	-2	-1	2	-14	-6	1.6	-2
CNC(=O)c1sccc1SCc1c(Cl)cccc1Cl	-8	4	2	0	-1	-9	23	0.9	-1
O=C1c2ccsc2SCCN1Cc1c(Cl)cccc1Cl	-1	6	6	-2	3	13	11	1.2	-9
CNC(=O)NCC12CC3CC(CC(C3)C1)C2	-8	15	-4	2	-4	-11	-2	1.4	13
O=S(=O)(c1ccc2ccccc2c1)N(CC(O)CN1CCOCC1)c1ccccc1 (stereo unspecified)	11	7	2	0	6	-3	8	0.7	-7
CCOC(=O)c1ccc2cccc(C)n2c1=O	-3	22	-7	-7	-4	13	7	-2.5	0
COc1cccc(/C=N/NC(=O)CNC(=O)c2ccc3c(c2)OCCO3)c1O	1	8	5	3	-1	-5	-4	0.5	7
Cc1sc(NC(=O)C2C3CCC(C3)C2C(=O)O)c(C(N)=O)c1-c1ccc(C(C)(C)C)cc1 (stereo unspecified)	-3	6	-2	-4	-3	-3	-17	0.4	-2
Cc1ccc(NC(=O)Cn2cccc2)c(C)c1	3	6	-2	-3	-4	8	21	-0.9	-8
COc1nn(-c2nc(-c3ccccc3)cc(C(F)(F)F)n2)cc1[N+](=O)[O-]	0	6	-1	4	11	3	3	0.9	10
O=C1C2C3C=CC(C3)C2C(=O)N1c1ccc(N2CCN(c3ccccn3)CC2)c([N+](=O)[O-])c1 (stereo unspecified)	16	10	-8	4	5	-4	-53	-0.3	2
CCN(CC)C(=O)Oc1nnc(SC(C)C)n1-c1ccc(Cl)c(Cl)c1	13	7	nt	-3	-2	0	31	1.4	20
O=C(Nc1nc2cc3c(cc2s1)OCCO3)c1cccc(S(=O)(=O)N2CCOCC2)c1	-12	nt	-2	0	nt	-3	nt	1.9	14
CC(C)C(=O)c1cc2c(cc1NC(=O)c1cccs1)OCCO2	-32	2	5	1	-4	-13	65*	-0.8	-6
CCOC(=O)Cc1ccc(NCc2ccc(Cl)cc2)cc1	3	10	-5	1	-1	-7	48	-0.8	-5
COc1ccc(OC)c(Nc2ncnc3sc(-c4ccccc4)cc23)c1	2	6	2	-1	38*	-6	7	-1.5	3
C#CCn1c(=NC(=O)c2ccc(S(=O)(=O)N3CCCc4ccccc43)cc2)sc2cc(S(N)(=O)=O)ccc21	-63	3	24*	-1	-8	-37	-12	1.4	-56
O=S1(=O)CCC(N=Nc2c(O)n(Cc3ccccc3)c3ccccc23)C1 (stereo unspecified)	7	7	nt	-3	-1	-16	6	2.1	2
O=C1CC(c2ccco2)CC(O)=C1C=Nc1ccccc1-c1ccccc1 (stereo unspecified)	-8	6	4	-5	3	6	51	0.9	-4
COc1cc2c(cc1NC(=O)c1cccc([N+](=O)[O-])c1)oc1ccccc12	-1	9	-1	3	3	-1	4	-0.2	5
C=CCc1ccc(OCCOCCOc2ccc(C)cc2[N+](=O)[O-])c(OC)c1	-10	9	14	-8	1	-5	-62	0.6	-20
COc1ccc(NS(=O)(=O)c2cnc[nH]2)cc1	-3	6	0	1	-1	4	31	0.4	30*
COc1ccc(OC)c(S(=O)(=O)NCCc2cn3ccsc3n2)c1	1	14	4	1	-2	-7	-4	1.6	5
O=C(O)COc1ccccc1/C=N/NC(=O)CSc1nc2ccccc2n1Cc1ccc(Cl)cc1	7	5	nt	-1	24	13	-10	-0.3	-10
O=C(NCc1ccco1)c1ccc(N2CCOCC2)c([N+](=O)[O-])c1	-22	3	7	-1	0	-14	-29	-1.4	-14
Cc1ccc(CSc2ncnc3c2cnn3Cc2ccccc2)cc1	8	2	2	1	-10	2	43	-0.5	-15
c1ccc(N2CCCCC2)c(Nc2nc3ccccc3n3cnnc23)c1	-4	6	nt	-7	2	1	52	-1.1	-6
COc1ccc(-c2cc(COc3ccccc3)on2)cc1	-24	4	11	-2	3	-16	-13	1.4	4
O=C(CCn1c(=O)[nH]c2ccccc2c1=O)N1CCN(c2cccc(C(F)(F)F)c2)CC1	10	7	4	2	-1	0	-21	0.3	-3
CCCCn1c(C)csc1=Nc1cccnc1	-5	3	-2	4	6	1	-2	-1.0	4
CNC(=O)Nc1cccc(NC(=O)NC)n1	4	nt	2	6	0	-12	13	-1.3	-5
CCOC(=O)c1ccc(Nc2ncnc3nc[nH]c23)cc1	-18	11	-11	3	-5	5	-16	2.6	5
Cc1ccc(NC(=O)COC(=O)c2cccc(N3C(=O)c4ccccc4C3=O)c2)cc1	-20	7	nt	3	-3	-13	19	1.1	-19
CCOC(=O)c1nc(C)nc(Sc2n[nH]c(-c3ccc(C(C)(C)C)cc3)n2)c1C	-11	14	nt	0	3	-6	-16	0.5	-16
COc1ccc(N2Cc3ccccc3C2)cc1Cl	1	11	3	7	-4	-5	-32	1.4	8
CC1CCC(N(CCCN)Cc2ccco2)CC1C (stereo unspecified)	12	8	5	3	2	8	-16	5.2	10
COc1ccc(CC(=O)Nc2cccc(C(=O)Nc3ccccc3C(=O)O)c2)cc1OC	-3	7	1	0	4	-11	24	1.7	-6

Screens from PubChem.
